NOD1 inhibition: NOD1 signaling inhibitors, primary screen, cell-based, luminescence, uHTS (AID 1578); inhibition, % at 4 µM, or EC50 in µM where a hit was titrated; 290,000 compounds, 1% hits; NOD1-driven NF-kB luciferase reporter cells, luminescence; higher % means a stronger effect; in the data active = inhibition mostly above about 36%, no sharp cut-off; inactive = mostly below about 34%;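 note: HEK-293T reporter cells stimulated with the NOD1 agonist gamma-tri-DAP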
KOR beta-arrestin-1: KOR agonists, beta-arrestin recruitment, primary screen, cell-based, luminescence, uHTS (AID 1777) | Kappa-type opioid receptor (Homo sapiens) | KOR beta-arrestin recruitment, luminescence; higher % means a stronger effect | one-dose activation, % at 10 µM; EC50 in µM for titrated hits | 280,000 compounds, 0.02% hits; in the data active = activation above about 50%, passing the limit was not always enough; note: a part of the inactive calls stands beside numbers as strong as those of hits
West Nile virus CPE: West Nile virus antiviral activity, cell-based, CPE readout (AID 1621); West Nile virus-infected cells, CPE inhibition; higher % means a stronger effect; CPE inhibition, % at 10 µM; hits with a dose series show IC50 in µM; 290,000 compounds, 0.02% hits; in the data active = a potency from the dose series; inconclusive = CPE inhibition mostly from about 3.7% at the one dose, without a potency; inactive = the rest, 99 in 100 with CPE inhibition below about 2.2%; note: strong numbers were not always called active
KOR beta-arrestin-2: KOR antagonists, beta-arrestin recruitment, cell-based, luminescence, uHTS (AID 1778) | Kappa-type opioid receptor (Homo sapiens) | KOR beta-arrestin recruitment, luminescence, antagonist mode; higher % means a stronger effect | inhibition, % at 10 µM; hits with a dose series show IC50 in µM | 290,000 compounds, 0.091% hits; note: strong numbers were not always called active
Dengue-2 NS5 capping: Dengue-2 NS5 methyltransferase inhibitors, primary screen, biochemical, confirmation dose response (AID 588689); Genome polyprotein (Dengue virus type 2 (strain 16681-PDK53)); Dengue-2 NS5 methyltransferase capping enzyme assay, biochemical; higher % means a stronger effect; one-dose inhibition, % at 25 µM; IC50 in µM for titrated hits; 340,000 compounds, 0.3% hits; in the data active = a potency from the dose series; inconclusive = inhibition above about 29% without an active follow-up result
HEK293 NOD2/NF-kB: NOD2 signaling inhibitors, cell-based, luminescence, uHTS, HEK293 (AID 1566); HEK293 NOD2/NF-kB luciferase reporter, luminescence; higher % means a stronger effect; 290,000 compounds, 0.63% hits; inhibition, % at 4 µM; hits with a dose series show EC50 in µM; note: many of its hits are not listed in these tables
AID2073: inhibitors of Mint1-CaV2.2 protein interaction, biochemical, HTRF (AID 2073) | inhibition, % at 20 µM, or IC50 in µM where a hit was titrated | HTRF protein-protein interaction, Mint1-CaV2.2; higher % means a stronger effect | 290,000 compounds, 0.19% hits | Voltage-dependent N-type calcium channel subunit alpha-1B (Homo sapiens); in the data active = inhibition mostly above about 51%, no sharp cut-off; inconclusive = no clear call, values can overlap the other calls; inactive = mostly below about 53%; note: some results filed as inactive read as strong as hits
HIV fusion peptide: inhibitors of HIV fusion peptide binding, primary screen, biochemical, uHTS, fluorescence dequenching (AID 1986); inhibition, % at 20 µM; hits with a dose series show IC50 in µM; cell-free peptide binding, fluorescence dequenching, 30 min; higher % means a stronger effect; 290,000 compounds, 0.3% hits; in the data active = inhibition mostly above about 52%, no sharp cut-off; inactive = mostly below about 76%; note: some results filed as inactive read as strong as hits
Yfh1-depleted yeast: enhancers of respiration in Yfh1-depleted yeast, dose response, Friedreich's ataxia, plus single-dose screen (AID 1465) | one-dose fold induction at 50 µM; EC50 in µM for titrated hits | 220,000 compounds, 0.074% hits | S. cerevisiae Yfh1-off respiration, WST-1 reduction, 72 h; higher fold induction means a stronger effect;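 active = fold induction of absorbance versus untreated yeast above a set limit, then at least 30% activation at any dose in follow-up; inconclusive = repeats straddling the limit, or above it without dose testing; inactive = fold induction below the set limit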;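 note: activators that raise dye reduction in frataxin-depleted yeast; strong numbers were not always called active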
Dengue-2 NS5 capping pilot replicate: recorded beside Dengue-2 NS5 capping, whose call it bears; inhibition, %; measured here: pilot screen replicate inhibition
* marks the source's active call; other numbers are inactive results; i = inactive; u = inconclusive; x = no result given; [ ] = remark or other dose. Cut-off read from the data, not from the text of the source, unless noted: active = inhibition above about 50%; inactive = the rest.

SMILES | NOD1 inhibition | KOR beta-arrestin-1 | West Nile virus CPE | KOR beta-arrestin-2 | Dengue-2 NS5 capping | HEK293 NOD2/NF-kB | AID2073 | HIV fusion peptide | Yfh1-depleted yeast | others
CN1CCN(CCCNC(=O)c2ccc(/C=C3\Sc4ccccc4N(Cc4ccc(F)cc4)C3=O)cc2)CC1 | -9% | -4.6% | -0.8% | -10% | -9% | 15% | 11% | 9.5% | i
O=C(Oc1cccc(N2C(=O)C3C4c5ccccc5C(c5ccccc54)C3C2=O)c1)c1ccco1 (configuration not stated) | -10% | -3.8% | -1.1% | -7% | -7% | 5% | -2% | -1.0% | i
CCc1cccc2c(C=C(C#N)C#N)cn(CC(=O)N3CCCC3)c12 | 4% | -1.3% | 0.0% | 10% | 2% | 8% | 16% | 0.5% | i
Cc1ccc2[nH]cc(/C=C/c3cc[n+](C)cc3)c2c1 | 4% | 2.8% | -1.3% | 1% | u | 48% | 29% | 160% | x
C/C(=N\NC(=O)c1c(Cl)c(C)nn1C)c1ccc(NC(=O)c2ccncc2)cc1 | 7% | -2.6% | -0.6% | 11% | 1% | 29% | 0% | -1.4% | i
O=C(CSc1ccc(-c2cccc([N+](=O)[O-])c2)nn1)N1CCCC1 | -28% | 3.3% | -0.4% | -19% | -2% | -10% | 1% | 0.3% | i
COc1ccc(CCNC(=O)CCN2C(=O)COc3ccc(C)cc32)cc1OC | -6% | 4.8% | 0.5% | -26% | -3% | -3% | 14% | -0.5% | i
CCOC(=O)c1c(C)oc2c1c(C=NCCO)c(O)c1ccccc12 | -37% | -3.1% | 0.0% | -22% | 45% | 13% | 41% | 58% | i
COc1ccccc1CNC(=O)CNC(=O)c1cn(-c2ccccc2OC)c(=O)c2ccccc12 | -1% | -0.8% | 0.4% | 26% | -4% | 22% | -5% | -1.0% | i
Cc1ccccc1Cn1cc(S(=O)(=O)CC(=O)Nc2nccs2)c2ccccc21 | -3% | -5.7% | -0.1% | -28% | 0% | 9% | 8% | -0.7% | i
COc1ccc(C2OC(=O)CC2C(=O)NC2CCCC(C)C2C)cc1OC (configuration not stated) | -8% | 7.8% | -0.5% | -35% | -14% | 2% | 2% | 0.9% | i
CCOc1ccc(NCCC(O)c2ccc(F)cc2)cc1 (configuration not stated) | 34%* | 6.8% | -0.2% | 3% | -1% | -10% | -16% | -3.7% | x
COc1ccc(-c2nn(-c3ccccc3)cc2C(=O)O)cc1 | 19% | 5.6% | -0.3% | -32% | -1% | 8% | -5% | -2.5% | i
COC(=O)CCC(=O)NC(=S)Nc1cc(Cl)ccc1Cl | x | -0.1% | -0.8% | 5% | 1% | 16% | -2% | -3.3% | i
CCc1c(C)nc2c(C)cccc2c1SCCC#N | 1% | x | -1.6% | -19%[20 µM] | -2% | 13% | -26% | 1.3% | i
COc1ccc(/C=C/C(=O)C23CC4CC(CC(C4)C2)C3)cc1CN1CCOCC1 | 20% | 0.7% | 1.5% | 4% | 3% | 6% | -10% | -0.5% | i
CCN1CCN(C(=O)C2CCN(S(=O)(=O)c3cccc4cccnc34)CC2)CC1 | -17% | 0.5% | 0.0% | 6% | 0% | 4% | -5% | 0.5% | i
COc1cc(OC)cc(N2C(=O)CSCC2=O)c1 | 2% | 2.2% | 0.3% | 18% | 2% | 9% | 12% | -0.4% | i
O=C1NCCCC1C(=O)NCCN1C(=O)CCC1=O (configuration not stated) | 30% | -2.5% | 0.5% | 31% | -4% | 9% | -5% | 1.3% | i
CC(=O)c1cc(C#N)c(N2CC(C)OC(C)C2)nc1C (configuration not stated) | -40% | -3.8% | 0.2% | -19% | -15% | 6% | -5% | 0.3% | i
CC(C)CCN1CCN(Cc2coc3ccccc3c2=O)CC1CCO (configuration not stated) | 18% | 1.4% | -0.7% | -29% | 6% | -8% | -5% | 1.8% | x
Cn1nccc1C(=O)N1CCN(c2ccc(F)cc2)CC1 | -6% | -2.6% | -0.4% | -6% | -9% | 13% | -5% | -1.4% | i
Cc1cccc(C2Nc3ccccc3C(=O)N2c2ccc(F)cc2)n1 (configuration not stated) | -18% | -4.6% | -0.4% | -18% | 0% | -14% | 13% | -0.6% | i
CCOc1cc(/C=C2/C(=N)N3C(=NC2=O)SN=C3S(C)(=O)=O)ccc1OC(=O)c1ccco1 | -16% | 9.8% | 0.3% | -2% | -101% | 12% | 17% | 45% | x
O=[N+]([O-])c1cc(C(F)(F)F)cc([N+](=O)[O-])c1NCCNC(=S)Nc1cccc(F)c1 | 18% | -0.8% | -0.4% | 17% | -12% | -15% | -22% | 5.1% | i

The list goes on:
SMILES | NOD1 inhibition | KOR beta-arrestin-1 | West Nile virus CPE | KOR beta-arrestin-2 | Dengue-2 NS5 capping | HEK293 NOD2/NF-kB | AID2073 | HIV fusion peptide | Yfh1-depleted yeast | others
O=C(NCCCN1CCCC1=O)Nc1ccc(Br)cc1Cl | -34% | 2.5% | -0.1% | 7% | 1% | 2% | 4% | 1.2% | x
Cc1cc(NS(=O)(=O)c2ccc(NC(=O)c3cc4cc(Br)ccc4oc3=O)cc2)no1 | 11% | -2.3% | 1.1% | -3% | -1% | 13% | 21% | 2.4% | i
Cc1noc(/C=C/N(C)C)c1S(=O)(=O)N(C)Cc1ccc(F)cc1 | 4% | -2.5% | 0.3% | 7% | -8% | -1% | 9% | -1.9% | x
CCN(CC)c1ccc(/C=C(\C#N)c2nc(-c3cccs3)c(NC(C)=O)s2)cc1 | -40% | -9.1% | -0.7% | 22% | x | -9% | 7% | 122%* | i
CC(C)OCCOc1ccc2oc(-c3ccco3)cc(=O)c2c1 | -40% | -2.4% | -1.7% | 10%[20 µM] | -7% | -5% | 41% | 0.1% | x
O=C(CN1CCN(c2ccc(F)cc2)CC1)NC(=O)NCc1ccco1 | -15% | -1.8% | 0.9% | -3% | 21% | 6% | 59% | 6.3% | i
CC(=O)OC(/C(O)=C(\C#N)c1nc2ccccc2[nH]1)c1ccccc1 (configuration not stated) | -19% | -3.7% | -0.4% | 15% | -1% | -17% | 5% | 19% | i
CCOC(=O)c1c(NC(=O)CCC(=O)NCc2ccco2)sc2c1CCCC2 | -21% | 3.1% | -0.1% | -28% | -13% | 9% | 0% | 2.4% | i
COc1cc(OC)cc(C(=O)N/N=C/c2ccc(OC)c(COc3ccc(F)cc3)c2)c1 | x | -5.7% | x | -104% | -10% | -68% | 4% | -1.7% | x
COc1cc(CNCc2ccccn2)ccc1OCc1cccc(Cl)c1 | 15% | 1.7% | -1.0% | -65% | -2% | 12% | 9% | -0.1% | i
Cc1ccc2c(Cn3ccnc3)cc(=O)oc2c1C | -8% | -1.4% | -0.1% | -30% | -7% | -2% | 31% | 0.6% | x
COc1ccc(-n2c(SCC(=O)Nc3nccs3)nc3c(c2=O)SC(C)C3)cc1 (configuration not stated) | -20% | -6.2% | -0.1% | 12% | 1% | 0% | 7% | -0.5% | i
CC1SC(C)C(=O)N(CC(=O)Nc2ccc3c(c2)OCO3)C1=O (configuration not stated) | -14% | 18% | 0.0% | -29% | -5% | -8% | 0% | 4.1% | i
Cn1c(COc2ccccc2)nnc1SCc1nc2ccccc2[nH]1 | -12% | -2.2% | -0.8% | 2% | -2% | 12% | 30% | -0.9% | i
O=C(c1ccc2c3n(nc2c1)-c1ccccc1CO3)N1CCOCC1 | -4% | 0.7% | -1.4% | 20% | -2% | -28% | -4% | -0.7% | i
CCN(C(=O)c1cc2c(=O)n3cccc(C)c3nc2s1)C1CCCCC1 | -2% | -4.1% | -0.1% | -12% | -4% | -12% | 11% | -0.1% | x
CC1CCN(c2c(NCC3CCC(C(=O)N4CCCCC4)CC3)c(=O)c2=O)CC1 (configuration not stated) | -125% | -0.2% | 0.1% | -17% | 1% | -7% | -1% | 2.6% | i
O=C(c1ccc(Cl)cc1)C1CCN(Cc2ccccc2)CC1 | -27% | -7.4% | -1.3% | 16%[20 µM] | -5% | -5% | 6% | 3.9% | x | Dengue-2 NS5 capping pilot replicate=-2.4
N#Cc1ccc(C23CC4(C2)[C@H](CN(CC2CCCCC2)[C@@H]4c2ccccc2)C3c2ccc(C(F)(F)F)cc2)cc1 (some centres not stated) | 1% | 0.1% | -0.9% | 2% | x | 15% | 3% | 2.4% | i
COc1ccc(OCCSc2nnc(C(C)NC(=O)c3ccccc3F)n2C)cc1 (configuration not stated) | -28% | -0.6% | -0.3% | 3%[20 µM] | -1% | -12% | 4% | 0.6% | i
Cc1onc(-c2c(Cl)cccc2Cl)c1C(=O)NCCc1ccc(S(N)(=O)=O)cc1 | 23% | 1.8% | -0.1% | -13% | -1% | 8% | 3% | -0.7% | i | Dengue-2 NS5 capping pilot replicate=6.1
O=C(N/C(=C\c1ccc([N+](=O)[O-])cc1)C(=O)N1CCOCC1)c1cccc(Br)c1 | -18% | 4.8% | -1.3% | -5% | -8% | 12% | 4% | 0.3% | x
O=C(Cc1ccccc1)NCC(=O)N1CCCC1 | -19% | -2.4% | 0.5% | -25% | -6% | 5% | 0% | -0.5% | x
CCCOP(=O)(c1ccc(N(C)C)cc1)C(O)c1cc(OC)c(OC)c(OC)c1 (configuration not stated) | -9% | -2.3% | -0.9% | 20% | -11% | 5% | 5% | -1.0% | i
Cc1ccc(C(=O)N2CCN(c3ccccc3)CC2)cc1C | 2% | 4.1% | -0.8% | -124% | 0% | -25% | -8% | -0.7% | i
CC(C(=O)Nc1ccc(N2CCOCC2)cc1)N1C(=O)c2ccccc2C1=O (configuration not stated) | -27% | -0.6% | -0.2% | -5% | 1% | -4% | -5% | 0.3% | i
CCN(CC)C(=O)CC(c1ccc(N(C)C)cc1)c1c(O)cc(OC)cc1OC (configuration not stated) | 2% | 1.5% | -0.7% | 18% | 6% | 11% | 9% | 1.8% | i
NC(=O)CSc1nc2ccccc2c(=O)n1Cc1ccccc1 | -16% | -5.8% | -0.7% | -49%[20 µM] | -2% | 5% | -1% | 0.6% | x

Sorted by length of the SMILES (high to low): some entries from above
SMILES | NOD1 inhibition | KOR beta-arrestin-1 | West Nile virus CPE | KOR beta-arrestin-2 | Dengue-2 NS5 capping | HEK293 NOD2/NF-kB | AID2073 | HIV fusion peptide | Yfh1-depleted yeast | others
CC(=O)OC(/C(O)=C(\C#N)c1nc2ccccc2[nH]1)c1ccccc1 (configuration not stated) | -19% | -3.7% | -0.4% | 15% | -1% | -17% | 5% | 19% | i
CCOC(=O)c1c(NC(=O)CCC(=O)NCc2ccco2)sc2c1CCCC2 | -21% | 3.1% | -0.1% | -28% | -13% | 9% | 0% | 2.4% | i
O=C(c1ccc2c3n(nc2c1)-c1ccccc1CO3)N1CCOCC1 | -4% | 0.7% | -1.4% | 20% | -2% | -28% | -4% | -0.7% | i
Cc1ccc2c(Cn3ccnc3)cc(=O)oc2c1C | -8% | -1.4% | -0.1% | -30% | -7% | -2% | 31% | 0.6% | x

From PubChem BioAssay

Some of the compounds tested; rates above refer to the full screens.
